# Bioassay records from PubChem.
# CaV13 FRET inh = Primary screen for inhibitors of IQ motif and Ca2+-dependent inactivation inhibitor domain binding in CACNA1D, Förster resonance energy transfer in living cells, …. HEK cells, CFP/YFP FRET ICDI-IQ, plate reader, 10 min; percent FRET-ratio fall versus neutral wells. inhibition, % at 12.3 µM. hit rate 0.098% among 340,000;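 active = mean replicate inhibition of at least 30% and at least 1% of replicates passing that level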;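 note: 0% = median of the neutral control wells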
# The depositor's hits bear a star. A portion of the library. The share of hits here may be higher or lower than overall.
CaV13 FRET inh	smiles
-9	Clc1ccc(CN2CCN(c3ncc(Cc4ccccc4)cn3)CC2)c(Cl)c1
-10	C#CCNC(=O)C[C@H]1C[C@@]2(C(=O)OC)C(=C[C@H](COCc3ccccc3)O[C@@H]2C)N(Cc2ccc3c(c2)OCO3)C1=O
-13	CC(NC(=O)C=Cc1ccco1)C(=O)NC(Cc1ccccc1)C(N)=O (stereo unspecified)
-2	COc1cc2c(c(OC)c1OC)[C@@]1(c3ccccc3)CCCCC[C@H]1[C@@H]2NC(=O)C(F)(F)F
-5	CC(C)c1[nH]nc2c1C(c1ccccc1)N(Cc1ccccc1)C2=O (stereo unspecified)
-8	OC(c1ccccc1)(c1ccccc1)C1CCN(CCCOc2ccc(C(F)(F)F)cc2)CC1
-10	CC1=CC(O)(c2ccccn2)P(=O)(c2ccccc2)C=C1C (stereo unspecified)
-12	CC(=O)OCC(COC(C)=O)(CN1C(=O)c2ccccc2C1=O)CN1C(=O)c2ccccc2C1=O
-4	CCOC(=O)C1=C[C@@H](C(C)(C)C)N(S(=O)(=O)c2ccc([N+](=O)[O-])cc2)[C@H]1c1cccc(Cl)c1
-5	O=C(Nc1ccc(F)cc1)OC[C@@H]1CSCCS(=O)(=O)N1
-5	COC(=O)c1cc2c(c3c4ccccc4n(S(=O)(=O)c4ccccc4)c13)C(=O)N(Cc1ccc(N(C)C)cc1)C2
-5	C=CCNC(=S)N(C)[C@H]1C[C@H]2c3cc(-c4ccccc4C)ccc3CCN2C[C@H]1[C@H](C)O
-4	CN(Cc1ccco1)C(=O)[C@@H](Cc1ccccc1)NC(=O)[C@H]1O[C@@H](n2ccc(=O)[nH]c2=O)[C@H](O)[C@@H]1O
-16	CN(C(=O)[C@@H](Cc1ccccc1)NC(=O)[C@H]1O[C@@H](n2cnc3c(=O)[nH]c(N)nc32)[C@H](O)[C@@H]1O)C1CCCCC1
-11	COC(=O)[C@]12C[C@H](CC(=O)N3CCN(C(=O)C4CC4)CC3)C(=O)N(Cc3ccccc3)C1=C[C@H](C1CCCC1)O[C@@H]2C
-6	O=S(=O)(c1cccs1)N1CCCc2nc(-c3ccccc3)ccc21
-12	O=C(C(=O)N1CCC(CNS(=O)(=O)c2cccc3ccccc23)CC1)c1cccs1
-12	O=C(NN=Cc1ccccc1O)C(=O)Nc1ccc(F)cc1
-3	COC(=O)[C@]12C[C@H](CC(=O)NCCCN3CCCC3=O)C(=O)N(Cc3ccccc3)C1=C[C@H](C(C)C)O[C@@H]2C1CC1
-5	CC(C)c1[nH]nc2c1C(c1cccc(C(F)(F)F)c1)NC2=O (stereo unspecified)
-4	CCCCCCCN(c1ccccc1)C1C[C@H]2CCCC(=O)N3CC[C@@H](C1)[C@@H]23 (stereo partly specified)
-8	COCc1cc(N2CCNC[C@@H]2C)ccc1N1CCN(Cc2ccccc2)[C@@H](C)C1
-10	OC(c1ccccc1)(c1ccccc1)C1CCN(CCCOc2ccc(-c3ccc(F)cc3F)cc2)CC1
-9	CCCCNC(=O)C[C@H]1C[C@@]2(C(=O)OC)C(=C[C@H](COCc3ccccc3)O[C@@H]2C)N(Cc2ccc3c(c2)OCO3)C1=O
-12	CCCc1ccc(-c2cc(NC(=O)Cc3c[nH]c4ccccc34)ccc2Nc2cccnc2)cc1
-3	Nc1ccn([C@@H]2O[C@H](C(=O)N[C@H](Cc3ccccc3)C(=O)N3CCN(C(=O)N4CCOCC4)CC3)[C@@H](O)[C@H]2O)c(=O)n1
-9	CC(C)(C)c1ccc(S(=O)(=O)NCC2CCN(C(=O)C(=O)c3cccs3)CC2)cc1
-7	COC(=O)[C@H](Cc1ccccc1)N1CC(N2CCCC2)CS1(=O)=O (stereo partly specified)
-9	COC(=O)[C@]12C[C@H](CC(=O)NCc3cccc(C(F)(F)F)c3)C(=O)N(Cc3ccccc3)C1=C[C@H](C1CCCC1)O[C@@H]2C
-5	Fc1ccc2cnc(-c3ccsc3)cc2c1

# 14 consecutive records already listed, quoted:
CaV13 FRET inh	smiles
-12	O=C(C(=O)N1CCC(CNS(=O)(=O)c2cccc3ccccc23)CC1)c1cccs1
-12	O=C(NN=Cc1ccccc1O)C(=O)Nc1ccc(F)cc1
-3	COC(=O)[C@]12C[C@H](CC(=O)NCCCN3CCCC3=O)C(=O)N(Cc3ccccc3)C1=C[C@H](C(C)C)O[C@@H]2C1CC1
-5	CC(C)c1[nH]nc2c1C(c1cccc(C(F)(F)F)c1)NC2=O (stereo unspecified)
-4	CCCCCCCN(c1ccccc1)C1C[C@H]2CCCC(=O)N3CC[C@@H](C1)[C@@H]23 (stereo partly specified)
-8	COCc1cc(N2CCNC[C@@H]2C)ccc1N1CCN(Cc2ccccc2)[C@@H](C)C1
-10	OC(c1ccccc1)(c1ccccc1)C1CCN(CCCOc2ccc(-c3ccc(F)cc3F)cc2)CC1
-9	CCCCNC(=O)C[C@H]1C[C@@]2(C(=O)OC)C(=C[C@H](COCc3ccccc3)O[C@@H]2C)N(Cc2ccc3c(c2)OCO3)C1=O
-12	CCCc1ccc(-c2cc(NC(=O)Cc3c[nH]c4ccccc34)ccc2Nc2cccnc2)cc1
-3	Nc1ccn([C@@H]2O[C@H](C(=O)N[C@H](Cc3ccccc3)C(=O)N3CCN(C(=O)N4CCOCC4)CC3)[C@@H](O)[C@H]2O)c(=O)n1
-9	CC(C)(C)c1ccc(S(=O)(=O)NCC2CCN(C(=O)C(=O)c3cccs3)CC2)cc1
-7	COC(=O)[C@H](Cc1ccccc1)N1CC(N2CCCC2)CS1(=O)=O (stereo partly specified)
-9	COC(=O)[C@]12C[C@H](CC(=O)NCc3cccc(C(F)(F)F)c3)C(=O)N(Cc3ccccc3)C1=C[C@H](C1CCCC1)O[C@@H]2C
-5	Fc1ccc2cnc(-c3ccsc3)cc2c1

# Later entries
CaV13 FRET inh	smiles
-4	CCCCN1CC(COCc2ccccc2)Oc2cccc(Oc3ccc(SC)c(C)c3)c2S1(=O)=O (stereo unspecified)
-3	CC(C)[C@H](NC(=O)C1CCCC1)C(=O)N1CCC[C@H]1C(=O)NCCc1ccccc1Cl
-4	COC(=O)[C@]12C[C@H](CC(=O)NCc3cccc4ccccc34)C(=O)N(Cc3ccccc3)C1=C[C@H](C(C)(C)C)O[C@@H]2C
-3	C#CCN(Cc1cccc(F)c1)C(=O)c1nnc2c3cc(F)ccc3n(S(=O)(=O)c3ccc(OC)cc3)c2n1
-6	CC1CCCN(c2cccc3c2S(=O)(=O)N(Cc2cccc(F)c2)[C@@H](C)[C@H](c2ccccc2)O3)C1 (stereo partly specified)
-9	C=CCCC1CN(Cc2ccc(OC)cc2)S(=O)(=O)c2c(cccc2N(C)S(=O)(=O)c2ccc(C)cc2)O1 (stereo unspecified)
-10	O=C(NCc1ccccc1)[C@H]1CCCN1C(=O)[C@H]1CCCN1C(=O)c1ccccc1C(F)(F)F
-10	Cc1noc(C)c1S(=O)(=O)N1CCCc2nc(-c3ccccc3)ccc21
-15	Cc1ccc(-c2c(C(=O)c3ccccc3)[nH]c(N)c2C(=O)NCCc2c[nH]c3ccccc23)cc1
-4	COC(=O)c1cc2c(c3c4cc(OC)ccc4n(S(=O)(=O)c4ccc(OC)cc4)c13)C(=O)N(Cc1ccc(C(F)(F)F)cc1)C2
-4	OCC(CCc1c[nH]c2ccccc12)c1c[nH]c2ccccc12 (stereo unspecified)
-6	Nc1[nH]c(C(=O)c2ccccc2)c(-c2ccc(Cl)cc2)c1C(=O)c1c[nH]c2cc(F)ccc12
-5	O=S1(=O)CCSC[C@@H](CNCc2ccco2)N1
-12	O=c1c2ccccc2nnn1Cc1ccco1
-5	COC(=O)C1=C(C)N(Cc2ccc(F)cc2)C(=S)NC1c1cccc(OC)c1 (stereo unspecified)
-4	C=CCN1C(=O)c2[nH]nc(-c3ccccc3)c2C1c1ccc(C)cc1 (stereo unspecified)
-2	O=C(/C=C(\Nc1cc(Cl)c(F)c(Cl)c1)c1ccccc1)c1ccccc1
-8	CC(=O)c1ccc(S(=O)(=O)NCC2CCN(C(=O)C(=O)c3cccs3)CC2)cc1
-4	CCCN1C(=O)c2[nH]nc(-c3ccccc3)c2C1c1ccc(F)cc1 (stereo unspecified)
-9	CC(C)C[C@H]1CN([C@@H](Cc2ccccc2)CN2CCC[C@H]2CN2C(=O)C(=O)NC[C@@H]2Cc2ccccc2)C(=O)C(=O)N1CC1CCCCCC1
-8	COC(=O)[C@]12C[C@H](CC(=O)N3CCN(C(=O)c4ccco4)CC3)C(=O)N(Cc3ccc4c(c3)OCO4)C1=C[C@H](C(C)(C)C)O[C@@H]2C
-11	CCCCNC(=O)C(c1ccc(-c2ccccc2)cc1)N(CCN1CCOCC1)C(=O)CCCCCN1C(=O)NC(c2ccc([N+](=O)[O-])cc2)C(C(=O)OCc2ccccc2)=C1C (stereo unspecified)
-9	COC(=O)[C@H](Cc1ccccc1)N1Cc2ccccc2Oc2cc(Br)ccc2S1(=O)=O
-4	COc1ccc(NC(=O)N(C)[C@H]2C[C@H]3c4[nH]c5c(-c6ccccc6)cccc5c4CCN3C(=O)[C@H]2[C@H](C)O)cc1
-6	COc1ccc(CNC(=O)[C@@H](Cc2ccccc2)NC(=O)[C@H]2O[C@@H](n3ccc(=O)[nH]c3=O)[C@H](O)[C@@H]2O)cc1
-9	Cc1ccc2nc(-c3ccc(Cl)cc3)c(Cc3cccc(F)c3)n2c1
-5	Cc1cc2c(nc1C)CCCN2S(=O)(=O)c1ccc(C(F)(F)F)cc1
-5	O=C1Cn2nnc(-c3ccccc3)c2C2c3cc(Br)ccc3CCN12 (stereo unspecified)
-2	COc1cccc(C(=O)Nc2ccc(Oc3nnc(-c4ccccc4)c4ccccc34)cc2)c1
-10	O=S1(=O)c2ccc(Br)cc2-n2nncc2CN1Cc1cccc(Cl)c1
-4	Cc1[nH]nc2c1C(c1cccc(C(F)(F)F)c1)NC2=O (stereo unspecified)
-6	Cc1cc(Br)cn2c(Cc3ccccc3C(F)(F)F)c(-c3ccco3)nc12
-4	NC(=O)c1ncn([C@@H]2O[C@H](C(=O)N[C@H](Cc3ccccc3)C(=O)N3CCN(CC(=O)Nc4ccccn4)CC3)[C@@H](O)[C@H]2O)n1
-3	Cc1ccccc1C(=O)N[C@@H](Cc1cccnc1)C(=O)N1CCC[C@H]1C(=O)NCCc1ccccc1Cl
-11	CCOC(=O)N1CCN(C(=O)C[C@H]2C[C@@]3(C(=O)OC)C(=C[C@H](C(C)(C)C)O[C@@H]3C)N(CCC3=CCCCC3)C2=O)CC1
-9	CS(=O)(=O)c1ccc(OCCCN2CCC(C(O)(c3ccccc3)c3ccccc3)CC2)cc1
-4	CCCCCCCCN1C(=O)[C@@H](CC(=O)NCc2ccc(C)o2)C[C@@]2(C(=O)OC)C1=C[C@H](C1CCCC1)O[C@@H]2C
-10	Cc1cc(CN2CCN(c3ncc(Cc4ccccc4)cn3)CC2)cc(C)c1O
-4	COc1cccc(CNC(=O)[C@H]2CCCN2C(=O)[C@H]2CCCN2C(=O)c2cccc3ccccc23)c1
-4	C[C@@H]1COc2cc(N3CCCC3)ccc2S(=O)(=O)N1
-12	COc1ccc(S(=O)(=O)N2CCCc3nc(-c4ccc(F)cc4)ccc32)cc1
-14	O=C(c1ccc(F)cc1)C1CCN(CCCn2c(=O)[nH]c3ccccc32)CC1
-5	COC(=O)Cc1nnn2c1CC(OC)c1ccccc1-2 (stereo unspecified)
-3	O=C(N[C@H](Cc1ccccc1)C(=O)N1CCN(C(=O)N2CCOCC2)CC1)[C@H]1O[C@@H](n2ccc(=O)[nH]c2=O)[C@H](O)[C@@H]1O
-10	CCc1c(-c2ccccc2OC)ncn1CCc1ccccc1OC
-4	COC(=O)c1cc2c(c3c4cc(C)ccc4n(S(=O)(=O)c4ccccc4)c13)C(=O)N(Cc1ccc(C(F)(F)F)cc1)C2
-10	Cc1ccc(NC(=O)NNC(=O)CSC2CCc3ccccc32)c(C)c1 (stereo unspecified)
-4	Cc1ccc(NCN2C(=O)c3ccccc3C2=O)c(C)n1
-8	O=C(C(=O)N1CCC(CNC(=O)c2ccccc2F)CC1)c1cc2ccccc2o1
-4	C[C@@H]1ON(C)[C@H]2C[C@H]3c4cc(N5CCOCC5)ccc4CCN3C[C@@H]12
-9	COC(=O)C1=C(C)N(Cc2ccccc2C(F)(F)F)C(=NCc2cc(OC)c(OC)c(OC)c2)NC1c1cccc(Cl)c1 (stereo unspecified)
-5	C=CCN1C(=O)c2n[nH]c(COC)c2C1c1ccc(F)cc1 (stereo unspecified)
-4	O=C1NC(c2ccc(Br)cc2)c2c(-c3ccccc3)n[nH]c21 (stereo unspecified)
-11	O=C(NCCc1ccccc1Cl)[C@@H]1CCCN1C(=O)[C@@H](NS(=O)(=O)c1ccc(F)cc1F)C1CCCCC1
-4	CCOC(=O)N(C)[C@H]1C[C@H]2c3cc(-c4ccccc4C)ccc3CCN2C[C@H]1[C@H](C)O
-3	O=C(NS(=O)(=O)c1ccccc1[N+](=O)[O-])[C@H]1O[C@@H](n2ccc(=O)[nH]c2=O)[C@H](O)[C@@H]1O
-4	COc1cc(/C=C(/C#N)c2nc(-c3cc4ccccc4oc3=O)cs2)cc([N+](=O)[O-])c1O
-4	COc1ccc(N=C2Sc3ccccc3[C@@H]3C[C@H]4[C@H](CON4C)CN23)c(OC)c1
-5	COC(=O)C1=C(C)N(C)C(=NCc2ccc(OC)cc2)NC1c1cccc(Cl)c1 (stereo unspecified)
-9	COC(=O)[C@]12C[C@H](CC(=O)N3CCN(C(=O)C4CC4)CC3)C(=O)N(Cc3ccc4c(c3)OCO4)C1=C[C@H](COCc1ccccc1)O[C@@H]2C
-6	C=CC[C@]12C[C@@]3(O[C@H](c4ccccn4)N=C3C[C@H](c3ccc(OC)cc3)[C@H]1C)N(C1CCN(Cc3ccccc3)CC1)C2=O
-3	COC(=O)C1=C(C)NC(C)=C(C(=O)OC)C(N2C(=O)CCC2=O)C1 (stereo unspecified)
-10	CCc1c(-c2ccc(OC)c(OC)c2)ncn1CCc1ccccc1OC

# A portion from the list above, for reference:
CaV13 FRET inh	smiles
-4	Cc1[nH]nc2c1C(c1cccc(C(F)(F)F)c1)NC2=O (stereo unspecified)
-6	Cc1cc(Br)cn2c(Cc3ccccc3C(F)(F)F)c(-c3ccco3)nc12
